APJ antag – antagonists of human apelin receptor APJ, primary screen, CHO-K1 cells, beta-arrestin complementation, luminescence | P35414 | inhibition, % at 20 µM | 330,000 tested, 0.32% active | AID 2521, 2010;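 active = inhibition above about 40% at 20 µM, limit read from the data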;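 also: cells challenged with 10 nM apelin-13 agonist together with compound; plate controls were apelin-13 plus DMSO wells for no effect and DMSO wells lacking apelin-13 for full effect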
Target sequence (P35414 whole entry, looked up): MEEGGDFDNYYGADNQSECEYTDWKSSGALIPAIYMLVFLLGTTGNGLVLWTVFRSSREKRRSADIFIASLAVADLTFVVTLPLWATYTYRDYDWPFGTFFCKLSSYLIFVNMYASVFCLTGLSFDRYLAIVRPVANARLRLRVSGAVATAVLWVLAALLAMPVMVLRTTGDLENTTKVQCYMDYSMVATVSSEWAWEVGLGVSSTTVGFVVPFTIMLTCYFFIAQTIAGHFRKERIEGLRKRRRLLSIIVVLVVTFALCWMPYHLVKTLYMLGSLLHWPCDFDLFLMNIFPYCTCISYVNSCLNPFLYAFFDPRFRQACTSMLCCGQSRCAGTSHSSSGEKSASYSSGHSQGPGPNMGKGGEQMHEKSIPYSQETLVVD
XBP1 UPR activ – activators of adaptive XBP1 UPR arm, primary screen, cell-based, CHO-XBP1 luciferase reporter, luminescence, uHTS; IRE1-XBP1 UPR activation; percent of tunicamycin response, DMSO as zero; activation, % at 20 µM; 330,000 tested, 0.33% active;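 active = versus positive control, 20 µM dose yields 30% or more activation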;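 also: 100% = tunicamycin at 10 µg/mL and 0% = DMSO only wells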
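Material: CHO-XBP1 cells stably carrying IRE1-XBP1-driven luciferase reporter / Amount: 1000 cells per well / Compound: 20 µM, 1% DMSO / Times: 6 h treatment, 37 °C / Detection: luciferase luminescence / Measure: % activation of reporter signal versus tunicamycin and DMSO controls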
TIM10 inh – growth inhibitors of isogenic TIM10 control yeast, primary screen, counter-screen for tim10-1 yeast inhibitor project, luminescence, uHTS. S. cerevisiae TIM10 strain growth, BacTiter-Glo luminescence, 24 h. 330,000 tested, 1.4% active. inhibition, % at 10 µM. AID 463195, 2010;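 active = inhibition of 40% or more at the single tested concentration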;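 also: wild-type TIM10 isogenic control strain grown at permissive 25 °C; 0% = DMSO yeast wells and 100% = minimal medium wells without yeast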
Mdm2-MdmX inh – inhibitors of human Mdm2-MdmX association, primary screen, cell-based, luminescence, split luciferase, SaOS-2, uHTS; Protein Mdm4 (Homo sapiens) + E3 ubiquitin-protein ligase Mdm2 (Homo sapiens), …; SaOS-2 split-luciferase Mdm2/MdmX complementation; inhibition, % at 8 µM; 330,000 tested, 3% active; AID 485346, 2010;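 active = inhibition of at least 50% at 8 µM in the primary screen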
tim23-1 inh – growth inhibitors of tim23-1 mutant yeast, primary screen, luminescence, uHTS. 330,000 tested, 1.3% active. inhibition, % at 20 µM. S. cerevisiae tim23-1 growth, BacTiter-Glo luminescence, 24 h;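 active = growth inhibition of the mutant yeast at or above 50%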;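 also: temperature-sensitive mutant grown at 25 °C; plate controls were DMSO-treated mutant yeast for no effect and medium wells lacking yeast for full effect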
CXCR6 block – CXCR6 receptor inhibitors, primary screen, cell-based, beta-arrestin, luminescence, CHO-K1 PathHunter, 1536-well; C-X-C chemokine receptor type 6 (Homo sapiens), O00574; AID 602244, 2012; inhibition, % at 20 µM; 360,000 tested, 0.36% active; in the data active = inhibition above about 34%, passing the limit was not always enough;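 also: antagonist mode with CXCL16 agonist at 10 nM final; 0% = 10 nM CXCL16 with DMSO and 100% = unstimulated wells without agonist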
Target sequence (O00574 whole entry, looked up): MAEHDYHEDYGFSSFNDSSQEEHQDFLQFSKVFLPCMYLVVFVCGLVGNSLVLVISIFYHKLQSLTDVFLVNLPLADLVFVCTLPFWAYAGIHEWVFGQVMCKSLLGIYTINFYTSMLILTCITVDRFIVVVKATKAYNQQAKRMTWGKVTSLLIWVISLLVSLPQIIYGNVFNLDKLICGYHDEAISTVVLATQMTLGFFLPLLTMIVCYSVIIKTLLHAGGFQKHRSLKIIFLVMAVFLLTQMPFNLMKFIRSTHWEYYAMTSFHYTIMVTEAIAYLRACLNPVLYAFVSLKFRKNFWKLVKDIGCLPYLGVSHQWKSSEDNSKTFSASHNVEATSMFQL
APJ agonist – agonists of human apelin receptor APJ, primary screen, CHO-K1 cells, PathHunter beta-arrestin, luminescence | 0% DMSO wells, 100% apelin | activation, % at 20 µM | 330,000 tested, 0.11% active;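 active = activation more than six SD over the plate average, tested at 20 µM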;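 also: 0% = DMSO alone and 100% = apelin-13 at 10 nM; some results filed as inactive read as strong as hits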
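assay system = CHO-K1 APJ beta-arrestin complementation cell line | input = cell density 1000 per well | dosing = compound 20 µM once, DMSO 1% | timing = compound 90 min 25 °C, reagent 1 h | measured by = luminescence from split beta-galactosidase complementation, Galacton Star/Emerald II substrate | read-out basis = APJ agonist activity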
UPR CHOP act – activators of apoptotic CHOP UPR arm, primary screen, cell-based, CHO-CHOP luciferase reporter, luminescence, uHTS; UPR activation; percent of tunicamycin response over DMSO baseline; activation, % at 10 µM; 330,000 tested, 0.34% active; AID 449763, 2010;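 active = at 10 µM dose, activation of 40% or more, normalized to positive control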;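 also: 100% = tunicamycin at 10 µg/mL and 0% = DMSO alone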
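Test system: CHO CHOP reporter cells. Input: 500 CHO-CHOP cells per well. Medium: F12 with 10% FBS. Technique: luciferase luminescence. Measure: percent activation relative to tunicamycin control. Dosing: 10 µM compound, 0.5% DMSO. Timing: 16-18 h cell attachment, then 6 h compound exposure, 37 °C.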
tim10-1 inh – growth inhibitors of tim10-1 mutant yeast, primary screen, luminescence, uHTS. inhibition, % at 20 µM. S. cerevisiae tim10-1 ts strain growth, BacTiter-Glo, 24 h. 330,000 tested, 2.2% active. AID 463190, 2010;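 active = inhibition of at least 40%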;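 also: mutant grown at 25 °C; 0% = DMSO wells with yeast and 100% = wells holding no yeast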
* hit, by the source's call; / = not tested or not shown. Some of the compounds tested, so the mix of outcomes need not match the whole.

SMILES	APJ antag	XBP1 UPR activ	TIM10 inh	Mdm2-MdmX inh	tim23-1 inh	CXCR6 block	APJ agonist	UPR CHOP act	tim10-1 inh
COc1ccc(CC(=O)N2N=C(C)CC2(O)C(F)(F)F)cc1OC (stereo not drawn)	10	1	-6	-13	0	-1	-6	0.9	14
O=S(=O)(Cc1ccccc1Cl)NCCc1ccc(F)cc1	10	-4	7	11	16	-3	-2	2.6	-9
COc1ccc(/C=C/C(=O)Nc2c(C)nn(C)c2C)cc1COc1ccc(Br)cc1	-15	2	19	31	5	10	-2	-0.6	29
Cc1ccccc1NC(=S)NNc1ncc(C(F)(F)F)cc1Cl	45*	-3	-6	-13	13	45*	-8	-2.7	17
O=C1c2ccccc2-c2nnc(-c3ccc(O)cc3)cc21	-3	0	50*	-64	17	14	0	-6.3	27
O=C(NCCCn1ccnc1)c1cc(S(=O)(=O)N2CCOCC2)ccc1F	-1	-2	3	-13	-7	0	-4	0.1	-7
CC1CCC(NC(=O)c2ccc(NC(=O)CC3SC(N4CCCC4)=NC3=O)cc2)CC1 (stereo not drawn)	22	1	22	-46	21	-7	-1	3.3	8
O=C(CSc1nnc(CCc2ccccc2)n1-c1ccc(Cl)cc1)NCc1ccccc1	1	-2	16	13	1	8	-5	-0.1	43*
O=C(c1nc2ccc(Cl)cn2c1CN1CCCC1)N1CCc2ccccc2C1	-2	-2	0	17	16	0	-3	3.0	22
CC1CCN(S(=O)(=O)c2ccc(S(=O)(=O)NCC(=O)C(C)(C)C)cc2)CC1	-15	-1	0	0	-2	0	0	1.7	5
CC(C)(C)c1ccc(C(=O)N2CCC(C(=O)N3CCCCC3)CC2)cc1	0	7	10	3	13	1	-2	1.7	12
Cc1ccc(Cl)cc1N1CCN(S(=O)(=O)c2c(C)[nH]c(C)c2C(=O)N2CCCCC2)CC1	-24	-4	12	12	19	6	-1	-2.1	23
COc1ccccc1C(=O)NC(CCSC)C(=O)NCCCSc1ccccc1 (stereo not drawn)	-1	-7	4	25	11	11	-5	-2.0	24
O=C(NN1CC(C(=O)OCc2ccc(Cl)cc2Cl)CC1=O)c1ccccc1 (stereo not drawn)	5	-6	0	32	15	-8	3	1.0	17
CC(C)(C)SCCNC(=O)CSCc1ccc([N+](=O)[O-])cc1	9	1	17	9	26	-8	-3	0.5	22
CC(=O)Sc1nc(-c2ccccc2)[nH]c1S(=O)(=O)c1ccc(C)cc1	-4	-1	5	15	11	/	2	0.6	18
COc1ccc(C(=O)Nc2ccc(Cl)c(Cl)c2)c(OC)n1	15	-8	-12	-118	-5	6	-1	2.7	9
COc1ccc(C(=O)CCS(=O)(=O)c2ccc(C)cc2)cc1	-3	-4	17	14	42	-2	4	3.0	39
Cc1nc2ccccc2c(=O)n1NC(=O)c1ccccc1	-3	-1	-8	-6	6	-4	-4	-1.9	4
COc1cccc(OC)c1OCCN1CCN(C(=O)c2ccco2)CC1	-18	-1	3	-10	10	-3	-3	0.0	-3

Random excerpt: 2 records from the list.
SMILES	APJ antag	XBP1 UPR activ	TIM10 inh	Mdm2-MdmX inh	tim23-1 inh	CXCR6 block	APJ agonist	UPR CHOP act	tim10-1 inh
CC1CCC(NC(=O)c2ccc(NC(=O)CC3SC(N4CCCC4)=NC3=O)cc2)CC1 (stereo not drawn)	22	1	22	-46	21	-7	-1	3.3	8
Cc1ccccc1NC(=S)NNc1ncc(C(F)(F)F)cc1Cl	45*	-3	-6	-13	13	45*	-8	-2.7	17

More results follow:
SMILES	APJ antag	XBP1 UPR activ	TIM10 inh	Mdm2-MdmX inh	tim23-1 inh	CXCR6 block	APJ agonist	UPR CHOP act	tim10-1 inh
O=C1NC(=S)N/C1=C/c1cccnc1	7	-2	-1	45	10	-1	-2	-2.5	-7
NC(=O)C(=O)N/N=C1\CCc2ccccc21	-11	1	-7	-49	18	0	-3	4.2	11
COc1cc(C(=O)Nc2ccc(-n3cnnn3)c(C)c2)cc(OC)c1OC	9	1	4	26	15	-9	-3	0.4	-8
COc1ccc(CCNC(=O)CNC(=O)c2nn(-c3ccc(OC)c(OC)c3)c(=O)c3ccccc23)cc1OC	2	-3	7	14	4	-6	5	0.5	-4
CSc1nc(N)nc(SCC(=O)CC(=O)OC(C)C)c1C#N	22	2	28	11	23	-2	-3	-0.3	26
CC(O)[C@H]1CNCCN1CC1(c2ccccc2)CC1 (stereo partly drawn)	-10	-1	-8	-22	12	-11	-2	-0.8	5
COc1ccc(NC(=O)c2cccc(NS(=O)(=O)c3ccccc3)c2)cc1	-13	-1	1	20	9	17	-3	1.8	8
Cn1c(=O)n(CCc2ccccc2)c(=O)c2c1ncn2Cc1ccccc1	12	-4	14	10	15	-3	0	-2.0	36
O=C(CCc1ccc(O)c(O)c1)N/N=C/c1ccc2c(c1)OCO2	-42	34*	4	-9	-8	22	7	49*	9
C/C(CCC(C)C)=N\Nc1ccc(S(N)(=O)=O)cc1[N+](=O)[O-]	7	-1	75*	20	34	4	-5	-1.4	15
COc1ccc(C(=O)Nc2c(C(C)(C)C)nn(C)c2C(C)(C)C)cc1	11	-3	9	-13	3	3	7	-0.3	5
Cc1ccc(S(=O)(=O)N2CCN(C(C)C(=O)NCC(C)c3ccccc3)CC2)cc1 (stereo not drawn)	-4	-3	15	3	14	1	-3	1.2	3
O=C(CCS(=O)(=O)c1ccccc1)Nc1ccc2c(c1)OCO2	-7	0	24	-66	0	0	-2	2.3	3
FC(F)(F)c1cc(-c2ccc3c(c2)OCO3)nc(NCc2ccco2)n1	1	2	3	22	5	2	1	-0.5	10
Cc1csc(=O)n1CC(=O)OCC(=O)NNC(=O)c1ccccc1	14	-5	7	13	-5	-1	4	1.2	-15
CC[C@@]1(C(=O)OC)N[C@H](CN(C)C(C)=O)[C@@H]2C(=O)N(C)C(=O)[C@@H]21	14	-3	2	-31	14	8	-1	0.9	5
COc1cccc(/C=C2\SC(=S)N(NC(=O)c3ccncc3)C2=O)c1	-6	-2	-23	-3	-18	4	-2	-0.1	-38
CC(C)c1ccccc1N=C1SCCN1C1CCS(=O)(=O)C1 (stereo not drawn)	-1	0	19	-2	0	-4	-2	-1.7	22
Cc1ccc(C)c(N(CC(=O)NC2CCCCC2)C(=O)c2snc(C(N)=O)c2N)c1	15	-3	21	-18	16	3	-1	0.7	3
CCCCCC(=O)Nc1ccc(N2CCN(C(=O)c3ccccc3)CC2)cc1	8	-4	5	-13	25	-18	0	-0.8	22
O=C(c1ccc2c(=O)n3c(nc2c1)CCC3)N1CCCSC1=Nc1ccccc1	-14	-1	2	31	-3	1	-7	1.4	4
Cn1c(NCCCN2CCOCC2)nc2c1c(=O)n(Cc1ccc(Cl)cc1Cl)c(=O)n2C	3	-2	9	3	-1	1	-3	3.2	7
COc1ccc(Cc2nnc(SCC(=O)N3CCCCC3)o2)cc1	1	1	-1	2	16	-3	-7	-3.1	13
CCOc1ccc(C(NC(=O)/C=C/c2ccco2)c2ccc(OC)c(OC)c2)cc1 (stereo not drawn)	-1	0	-34	20	-10	12	-1	1.3	10
COc1ccc(CCNc2cc(N3CCN(C(=O)c4ccccc4F)CC3)ccc2[N+](=O)[O-])cc1OC	-3	7	13	53*	17	3	2	-3.7	15
COc1ccc(C)cc1Nc1c2c(nc3ccccc13)CCC2	0	10	10	59*	5	-3	-4	4.8	12
O=C(O)c1cccc(NC(=O)c2cc(S(=O)(=O)N3CCOCC3)cs2)c1	-3	-2	10	-29	11	-1	-8	-1.0	9
Cc1ccc(C(=O)N2N=C(c3ccccc3O)CC2c2ccccc2)cc1 (stereo not drawn)	19	1	17	27	7	11	-3	0.1	11
Cc1cc(C(=O)CSc2nnc(NCc3ccccc3)s2)c(C)n1C	-3	-1	19	34	7	-1	1	-0.4	23
Cc1c(C(=O)NCc2ccco2)oc2ccccc12	-3	7	19	5	14	-2	-3	5.5	13
Cc1cc(Cl)ccc1OCC(=O)Nn1c(C)ccc1C	13	0	6	21	24	7	2	-1.7	9
CN(C)S(=O)(=O)c1ccc(=S)[nH]c1	-3	0	-2	12	11	1	-2	-1.2	14
Cc1ccc(-n2nnc3c(=O)n(CC(=O)NCC4CCCO4)cnc32)cc1 (stereo not drawn)	0	-3	-17	19	-3	5	-1	-1.1	11
CC(=O)Nc1cccc(Oc2nc(C(F)(F)F)nc3ccccc23)c1	-3	3	29	34	33	2	-1	-0.1	18
CC1(C)CC(NC(=O)Cc2ccc(Cl)cc2)CC(C)(C)N1	6	-4	-3	7	-4	-5	-1	5.3	-12
O=C(c1ccc(OC2CCN(C/C=C/c3ccccc3)CC2)cc1)N1CCCCC1	-1	-4	-3	21	1	-1	10	1.8	4
COc1ccc(CNC(=O)COC(=O)CCOc2ccc(C)cc2)cc1	21	-1	15	-3	15	1	9	-1.4	16
NS(=O)(=O)c1cccc(NC(=O)CSc2nn(-c3ccccc3)c(=S)s2)c1	-2	-6	-11	20	4	0	-2	0.1	-11
O=[N+]([O-])c1ccccc1NCCNc1ncc(C(F)(F)F)cc1Cl	13	-1	7	-68	-1	6	-7	2.3	18
CC(=O)Oc1ccc2occ(/C=N/c3cc(=O)[nH]c(=S)[nH]3)c(=O)c2c1	-2	-1	0	24	4	-4	3	-0.8	9
CCC(Sc1ccccn1)C(=O)Nc1cccc([N+](=O)[O-])c1 (stereo not drawn)	10	-1	1	7	1	10	-1	0.6	6
Cc1cc(N2CCCC2)ccc1NC(=O)CN1C(=O)NC(C)(c2ccccc2)C1=O (stereo not drawn)	13	-3	3	-7	-7	-1	-2	0.3	-1
CC(C)(C)NS(=O)(=O)c1ccc(NC(=O)C2CCCCC2)cc1	-21	0	-14	27	0	4	-4	1.3	9
CCN(CC(=O)Nc1ccc(OC)cc1)C(=O)c1ccc(Cl)c(S(=O)(=O)N2CCCC2)c1	-2	-3	-2	1	-4	3	-4	-0.5	-1
O=C(Cc1c(F)cccc1Cl)NNC(=O)c1ccncc1	-8	0	5	3	-7	6	5	1.5	-2
CCn1c2ccccc2c2cc(CNCc3ccc(OC)cc3OC)ccc21	-18	5	49*	100*	20	3	-1	0.7	2
CCOC(=O)c1c(NC(C)=O)no[n+]1[O-]	-3	-4	-10	17	-9	-3	1	-1.7	-20
CC(NC(=O)C1CCCCC1)C(=O)NC1=NCCS1 (stereo not drawn)	-16	1	2	24	3	-1	-3	-1.0	6
O=C(COC(=O)c1cc(S(=O)(=O)N2CCOCC2)ccc1O)NCc1ccc2c(c1)OCO2	7	-1	-6	20	-7	6	-7	-0.7	-1
COc1cccc(/C=N/n2c(=O)[nH]c3ccccc32)c1OC	-4	4	24	-43	27	-12	0	5.8	27
